From PubChem
Cl transport mod = KCC2 (human) Cl- transport modulation. Q9H2X9. 2.2% of 190,000 active. KCC2 cells, thallium flux FluoZin-2 fluorescence. B-score of Tl+ flux slope (higher = more flux/activation; lower = inhibition) at 10 µM;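 active means thallium flux slope and its plate-corrected score both differing from the plate sample mean at a set confidence after two filtering rounds, in either direction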;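 further: slope of fluorescence scaled to starting intensity during 10 to 20 s after thallium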
PPC-1+TRAIL kill = compounds killing PPC-1 cancer cells with TRAIL present (potentiator screen, no TRAIL-free arm). PPC-1 cells + TRAIL, ATPLite viability luminescence. cell killing (% activity), % at 4 µM. 0.41% of 220,000 active. AID 1443;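 active means cell killing above 50% in the first pass at 4 µM, then a duplicate retest at 5 µM averaging 50% or more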;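 further: plate controls were cells with TRAIL plus DMSO for no effect and medium-only wells lacking cells for full effect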
Thrombin inh = blocks human thrombin protease activity; alpha-thrombin, Boc-VPR-AMC fluorogenic substrate cleavage; AID 1046; P00734; 0.26% of 220,000 active; inhibition, % at 5 µM;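 active means inhibition at or above 40%; inactive means inhibition below 40%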;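 further: 0% = enzyme with no compound and 100% = wells without enzyme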
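System – human alpha-thrombin · Medium – pH 7.5 Tris (50 mM) with NaCl 150 mM, Tween 20 0.05% · Compound – single-point dosing at 5 µM, 0.2% DMSO · Incubation – enzyme reaction carried out at room temperature · Technique – fluorescence of released AMC, ex 355 nm, em 460 nm · Read-out basis – % inhibition of thrombin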
Furin inh = inhibitors of human furin. purified furin, fluorogenic substrate cleavage. inhibition, % at 30 µM. P09958. 0.061% of 220,000 active; in the data active means inhibition above about 25%; further: inactives centre near -15
Calpain2 inh = calpain II (pig) inhibition | purified calpain II, fluorogenic peptide substrate, 30 min | inhibition, % at 16 µM | 0.37% of 220,000 active | AID 1236;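 active means inhibition above about 50%, limit read from the data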
TRPN1 ag = zebrafish TRPN1 (NompC) channel agonism. HEK293 zebrafish TRPN1-YFP, Fluo-8 calcium fluorescence; 100% = response to 87 µM carbachol. activation, % at 3 µM. 0.18% of 220,000 active. AID 1424;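 active means activation above its plate's cutoff, the mean activation of test wells on that plate plus 3 SD, cut at about 19% in these data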;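 further: 0% = DMSO alone and 100% = 87 µM carbachol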
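Material: zebrafish TRPN1-YFP in HEK293 cells; Doses: single test compound dose, 3 µM nominal, 0.3% DMSO; Timing: dye loading 1 h at 37 °C, then 30 min room temperature; Technique: intracellular calcium fluorescence with Fluo-8; Benchmarks: high carbachol 87 µM, low DMSO alone.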
TRPML3 ag = activates the human TRPML3 channel; Q8TDD5; HEK293 TRPML3-YFP, Fluo-8 calcium fluorescence; 100% = the carbachol control signal; activation, % at 3 µM; 0.29% of 220,000 active;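 active means activation above its plate's cutoff, the mean activation of the plate's test wells plus 3 SD, cut at about 12% in these data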;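 further: 0% = DMSO only wells and 100% = carbachol wells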
Target sequence (Q8TDD5 whole entry, looked up): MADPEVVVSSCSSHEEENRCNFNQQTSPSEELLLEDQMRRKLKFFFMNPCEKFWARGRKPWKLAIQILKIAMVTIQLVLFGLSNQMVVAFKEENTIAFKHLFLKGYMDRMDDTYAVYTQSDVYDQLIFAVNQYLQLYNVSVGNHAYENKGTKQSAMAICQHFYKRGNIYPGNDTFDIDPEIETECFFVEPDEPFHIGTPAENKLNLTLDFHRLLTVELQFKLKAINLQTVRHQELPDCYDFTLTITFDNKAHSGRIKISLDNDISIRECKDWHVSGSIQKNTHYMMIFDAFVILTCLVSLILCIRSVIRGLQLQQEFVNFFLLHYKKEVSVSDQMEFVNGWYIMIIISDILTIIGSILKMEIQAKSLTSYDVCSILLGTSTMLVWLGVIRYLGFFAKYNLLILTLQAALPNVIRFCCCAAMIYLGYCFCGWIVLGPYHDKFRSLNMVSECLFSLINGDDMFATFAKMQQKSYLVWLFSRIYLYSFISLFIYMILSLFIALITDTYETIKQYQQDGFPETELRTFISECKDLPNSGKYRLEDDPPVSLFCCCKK
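system = HEK293 cells stably carrying human TRPML3-YFP | doses = one concentration, 3 µM nominal, 0.3% DMSO | timing = dye loading 1 h 37 °C then 30 min ambient, 125 s read | detection = Fluo-8 calcium dye fluorescence, ex 470-495, em 515-575 nm | benchmarks = high control carbachol 87 µM, low control DMSO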
EBV gp42 block = EBV gp42 inhibition. Fluorescence polarization binding assay, mP read-out. Q1HVG2. 0.42% of 220,000 active. inhibition, % (tested at 21.74 µM). AID 1085; in the data active means inhibition above about 50%
Target sequence (Q1HVG2 whole entry, looked up): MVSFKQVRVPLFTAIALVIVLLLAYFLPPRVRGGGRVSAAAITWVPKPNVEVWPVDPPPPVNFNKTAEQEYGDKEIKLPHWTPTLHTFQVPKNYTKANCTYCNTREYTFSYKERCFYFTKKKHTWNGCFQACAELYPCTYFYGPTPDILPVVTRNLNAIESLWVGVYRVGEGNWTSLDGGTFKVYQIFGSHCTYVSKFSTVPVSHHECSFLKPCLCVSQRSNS
Tb hexokinase = blocks Trypanosoma brucei hexokinase 1 activity; recombinant TbHK1, G6PDH-coupled NADH A340; 0.11% of 220,000 active; inhibition, % at 10 µM; AID 1430;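 active means inhibition of 50% or more in the single-dose primary screen; inactive means inhibition below 50%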
Starred values were filed as active, the others as inactive; x = no result given; [ ] = another dose, or the depositor's remark.

Below each SMILES – Cl transport mod	PPC-1+TRAIL kill	Thrombin inh	Furin inh	Calpain2 inh	TRPN1 ag	TRPML3 ag	EBV gp42 block	Tb hexokinase
O=C(Nc1ccccc1)N1CCc2c([nH]c3ccccc23)C1C(F)(F)F (stereo not drawn)
 : -1.2	6	2	-12	-6	2.8	1.2	-6	1
Cc1ccc(S(=O)(=O)Nc2nc3ccc(S(C)(=O)=O)cc3s2)cc1
 : -0.4	15	7	-28	-42	1.9	-0.2	-10	2
O=C(COC(=O)c1ccc(NS(=O)(=O)c2cccs2)cc1O)Nc1nc2ccccc2s1
 : 0.59	0	2	-16	-32	0.3	0.7	0	-1
O=C(CN1C(=O)CCS(=O)(=O)c2ccccc21)NCc1ccc(F)cc1
 : x	24	-4	-4[20 µM]	-4	1.3	0.3	-21	4
Cc1c(NC(=O)c2cccs2)cccc1[N+](=O)[O-]
 : 0.47	1	-8	-16	0	0.2	0.2	-4	-1
COc1ccc(C2=NN(C(=O)COc3ncnc4ccccc34)C(c3ccco3)C2)cc1 (stereo not drawn)
 : -0.3	0	-4	-22	-43	-2.4	0.1	-15	0
COc1cc(NC(=O)CSc2ncnc3c2cnn3Cc2ccccc2)cc(OC)c1
 : 0.13	2	-1	-6[20 µM]	24	-0.8	0.7	-13	-19
CCOC(=O)c1cnc2c(c(C3CC3)nn2C)c1N1CCOCC1
 : -0.026	-3	-6	-7	5	-0.3	0.5	2	-20
CC(=O)c1ccc(NC(=S)N2CCN(c3cccc(Cl)c3)CC2)cc1
 : -0.21	-2	-6	-11	30	-1.7	1.0	-14	-17
O=[N+]([O-])c1cc(Cl)cc(/C=N/NC(=S)Nc2ccc(S(=O)(=O)N3CCOCC3)cc2)c1O
 : -2.7	8	3	-12	19	1.2	0.2	6	-25

Molecules shown so far that contain two or more sulfur atoms (3):
Below each SMILES – Cl transport mod	PPC-1+TRAIL kill	Thrombin inh	Furin inh	Calpain2 inh	TRPN1 ag	TRPML3 ag	EBV gp42 block	Tb hexokinase
Cc1ccc(S(=O)(=O)Nc2nc3ccc(S(C)(=O)=O)cc3s2)cc1
 : -0.4	15	7	-28	-42	1.9	-0.2	-10	2
O=C(COC(=O)c1ccc(NS(=O)(=O)c2cccs2)cc1O)Nc1nc2ccccc2s1
 : 0.59	0	2	-16	-32	0.3	0.7	0	-1
O=[N+]([O-])c1cc(Cl)cc(/C=N/NC(=S)Nc2ccc(S(=O)(=O)N3CCOCC3)cc2)c1O
 : -2.7	8	3	-12	19	1.2	0.2	6	-25

(further entries)
Below each SMILES – Cl transport mod	PPC-1+TRAIL kill	Thrombin inh	Furin inh	Calpain2 inh	TRPN1 ag	TRPML3 ag	EBV gp42 block	Tb hexokinase
COc1cccc(/C=C/C(=O)Nc2ccc3c(c2)OCCO3)c1OC
 : 0.066	70*[5 µM]	-7	2	35	1.2	0.9	2	-10
CC(/C=N/NC(=O)CSc1ccccn1)=C\c1ccc(C(C)C)cc1
 : 0.31	5	-6	-12	36	0.5	0.4	-19	4
O=C(c1ccco1)N1CCCN(Cc2cn[nH]c2-c2ccc(-c3ccccc3)cc2)CC1
 : -0.051	6	1	-13	-21	-1.3	-0.6	-18	-3
COc1cc2[nH]c3c(=O)n(CCN4CCOCC4)cnc3c2cc1OC
 : 0.72	-13	-4	-18	-72	0.9	0.9	-20	-25
Cc1ccccc1Nc1nc(N)nc(CSc2nnnn2-c2ccccc2)n1
 : -0.77	21	-1	-26	5	-1.2	-0.8	2	-12
C=CCn1c(O)c(C(CC)=NCCN2CCOCC2)c(=O)[nH]c1=O
 : -0.49	-6	15	-8	20	0.1	-0.1	4	8
COC(=O)CC1(C(=O)OC)Oc2ccc(Br)cc2C(=O)N1c1ccc(Br)cc1Cl (stereo not drawn)
 : -0.96	16	-6	-16	-9	-1.0	0.0	-3	-12
Cc1ccc(S(=O)(=O)N2CCC(C)CC2)cc1[N+](=O)[O-]
 : -0.44	4	0	-20	-13	-0.7	93*	3	-3
O=C(CNC(c1ccccc1)c1ccccc1)Nc1ccc(F)cc1
 : -0.69	35	-5	-23	22	-3.0	-1.0	-19	3
CCc1ccccc1NC(=O)CN(C)C(=O)Cn1cc(C(F)(F)F)cc(Cl)c1=O
 : -0.087	20	-7	-14	30	-0.1	0.9	-17	-2
CC(=O)c1sc(NC(=O)c2cc(-c3ccccc3)nn2-c2ccccc2)nc1C
 : 3.3	14	-8	-1	19	-0.6	0.4	-4	-13
CCC1CCCCN1C(=O)c1cccc(S(=O)(=O)Nc2cc(C(F)(F)F)ccc2Cl)c1 (stereo not drawn)
 : -3	-4	-9	-10	-9	-2.5	0.0	5	25
CCOC(=O)Nc1c(Cl)n(C)c(=O)n(C)c1=O
 : x	-8	-4	-13	-10	0.9	0.7	-16	-3
COc1nccnc1NS(=O)(=O)c1ccc(NC(=S)NC(=O)c2ccc(F)c(F)c2)cc1
 : 1.3	7	-5	-15	-15	-0.4	0.5	-14	-11
NC(=O)C(=CNc1nc(-c2ccc(Cl)c(Cl)c2)cs1)C(N)=O
 : 1.5	6	0	-7	31	0.4	0.1	-7	1
Cc1ccc(Nc2nc3c([nH]2)c(=O)n(C)c(=O)n3C)cc1
 : -0.13	22	1	-2[20 µM]	-5	5.5	-0.6	3	1
CC(C)Cn1c(SCC(=O)N2CCCc3ccccc32)nc2ccccc2c1=O
 : x	-7	1	-21	16	-1.2	0.2	-6	-2
O=C(CCCN=C1NS(=O)(=O)c2ccccc21)OCc1cc([N+](=O)[O-])cc2c1OCOC2
 : -0.39	11	-7	-18	-3	0.9	0.4	-18	-8
Cc1ccc(C(=O)Nc2c(C#N)c(C)c(C)n2Cc2ccccc2)cc1
 : -1.7	13	4	-13[20 µM]	8	-1.7	-0.8	-3	3
CCOCCCNC(=O)C(c1ccc(Cl)cc1)N(Cc1ccc2c(c1)OCO2)C(=O)CNC(C)=O (stereo not drawn)
 : 0.69	12	-5	-34	-9	1.2	0.7	-9	0
CCOC(=O)c1ccc(NC(=O)c2cccc(C)c2[N+](=O)[O-])cc1
 : -3.2	12	24	-11	26	-0.1	1.1	14	6
Cc1ccc(NC(=O)c2ccccc2NC(=O)CCC(=O)O)cc1
 : 0.64	23	-2	-28	-2	3.3	1.1	-10	2
O=C1NC(=O)/C(=C\c2ccc(Cl)nc2)S1
 : -0.95	8	-7	-13	-26	1.9	1.1	-22	-35
O=C(OCc1csc(-c2ccccc2)n1)c1ccccc1O
 : -0.2	-5	0	-25	17	0.1	0.1	5	0
COc1cccc(CN2CCNC(=O)C2CC(=O)N(C)CCc2ccccn2)c1OC (stereo not drawn)
 : 0.87	-22	0	-30	-2	0.3	0.4	1	-10
Cc1ccc(NC(=S)NNC(=O)c2cn(C)nc2C)cc1
 : x	11	2	-15[20 µM]	-30	1.7	0.6	0	3
O=C(O)[C@@H](c1ccccc1)N1Cc2ccccc2C1=O
 : 0.63	26	1	-10	-14	1.1	0.9	-11	-2
Cn1nc(C(F)(F)F)c2cc(C(=O)Nc3ccc(F)c(Cl)c3)sc21
 : -0.086	18	-1	-15	14	-2.3	-0.5	-16	-7
CN(Cc1ccccn1)Cc1nc(Cc2ccccc2Cl)no1
 : -1.5	x	-11	-17	-11	-0.7	-0.2	-3	-5
Cn1c(=O)c2c(nc(NCCOc3ccc(C(C)(C)C)cc3)n2C)n(C)c1=O
 : 0.79	12	-3	-11	-15	1.3	1.3	5	-1
COc1nnc(-c2ccc(N3CCOCC3)c(NC(=O)c3ccco3)c2)c2ccccc12
 : -1.6	2	-9	21[20 µM]	0	0.0	0.2	4	-9
COc1ccc(NC(=O)C2(N(CC(C)C)C(=O)Cn3nnnc3N)CCCCC2)cc1
 : 1.1	56*	1	-15	16	1.6	-0.4	-6	1
COc1ccc2c(CC(=O)OCC(=O)Nc3ccccc3[N+](=O)[O-])coc2c1
 : 0.59	18	-3	-11	14	-1.9	0.0	-12	27
N#CCCn1cc(C(=O)NCc2ccccc2)c(-c2cccs2)n1
 : -0.088	12	-7	-14	17	-0.2	0.5	14	8
Cc1ccc(-c2nn(-c3ccccc3)cc2CO)o1
 : 0.16	22	0	-14[20 µM]	8	0.8	0.2	-16	-3
CC1(C)OC(=O)C(=NNc2ccc(Br)cc2)C(=O)O1
 : 0	-12	-3	-2	8	4.0	1.1	6	-33
CCOc1ccc(NC(=O)CCS(=O)(=O)c2ccc3c(c2)CCCN3C(=O)CC)cc1
 : x	18	-5	-10[20 µM]	6	-0.5	-0.3	-17	-5
O=C(O)CNc1nc(-c2ccccc2)nc2ccccc12
 : 0.16	8	-9	-16[20 µM]	-5	0.3	0.2	-3	-14
CC(=O)c1c(C)[nH]c(C(=O)OC(C)C(=O)Nc2cc(S(=O)(=O)N3CCCCC3)ccc2Cl)c1C (stereo not drawn)
 : 0.012	2	-11	-6	-11	-0.3	0.1	-30	10
O=C(CSc1nnnn1-c1ccccc1)Nc1ncc(Cc2ccccc2Cl)s1
 : 0.69	-14	0	-18	35	1.2	0.9	-23	22

Complete entries from above. Values in the order: Cl transport mod | PPC-1+TRAIL kill | Thrombin inh | Furin inh | Calpain2 inh | TRPN1 ag | TRPML3 ag | EBV gp42 block | Tb hexokinase
Results for `N#CCCn1cc(C(=O)NCc2ccccc2)c(-c2cccs2)n1` = -0.088 | 12 | -7 | -14 | 17 | -0.2 | 0.5 | 14 | 8
Results for `COc1nnc(-c2ccc(N3CCOCC3)c(NC(=O)c3ccco3)c2)c2ccccc12` = -1.6 | 2 | -9 | 21[20 µM] | 0 | 0.0 | 0.2 | 4 | -9

An excerpt of these results, field by field.
N#CCCn1cc(C(=O)NCc2ccccc2)c(-c2cccs2)n1
  Cl transport mod: -0.088 | PPC-1+TRAIL kill: 12 | Thrombin inh: -7 | Furin inh: -14 | Calpain2 inh: 17 | TRPN1 ag: -0.2 | TRPML3 ag: 0.5 | EBV gp42 block: 14 | Tb hexokinase: 8

Cc1ccccc1Nc1nc(N)nc(CSc2nnnn2-c2ccccc2)n1
  Cl transport mod: -0.77 | PPC-1+TRAIL kill: 21 | Thrombin inh: -1 | Furin inh: -26 | Calpain2 inh: 5 | TRPN1 ag: -1.2 | TRPML3 ag: -0.8 | EBV gp42 block: 2 | Tb hexokinase: -12

Other records.
Below each SMILES – Cl transport mod	PPC-1+TRAIL kill	Thrombin inh	Furin inh	Calpain2 inh	TRPN1 ag	TRPML3 ag	EBV gp42 block	Tb hexokinase
Cc1onc(-c2ccccc2Cl)c1C(=O)NCc1ccccn1
 : -0.072	-10	1	0[20 µM]	-39	0.2	-0.4	-9	5
CC1(C)OC(=O)C(=NNc2ccccc2[N+](=O)[O-])C(=O)O1
 : 0.78	5	0	10	2	0.1	0.8	-11	-15
OC1(c2cccc(F)c2)CCN(Cc2ccncc2)CC1
 : x	-5	-1	-17	3	0.5	-0.4	-9	-7
CC(=O)Oc1ccc(C(=O)Nc2ccccc2C(=O)N2CCCCC2)cc1
 : 0.68	12	-1	-31	-4	1.4	0.3	-7	-14
CC(C)NS(=O)(=O)c1ccc(OCC(=O)N2CCN(c3ccccc3)CC2)cc1
 : x	4	0	-3	27	0.1	0.2	0	4
CC(C)(C)CC(C)(C)N1CNC(=S)NC1
 : -0.47	0	-3	-7	9	-0.6	0.6	-2	8
